Screening data: PubChem, several laboratories
ssDAF-12 act: S. stercoralis DAF-12 activation, primary screen | HEK293 ssDAF-12/GRIP1 lit1-tk-luc reporter, luminescence; % of 3 µM dafachronic acid response | activation, % at 6.8 µM | 1% of 370,000 active | AID 652126;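 active means activation above the mean over all tested compounds plus 3 SD, cut at about 0.9% in these data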;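 further: 0% = DMSO-only wells and 100% = 3 µM delta7-dafachronic acid wells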
DAX1 inh-1: inhibits human nuclear receptor DAX1. P51843. HEK293 Gal4-DAX1 luciferase reporter, luminescence. inhibition, % at 6.75 µM. 0.99% of 340,000 active. AID 504766;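 active means inhibition above the mean over all tested compounds plus 3 SD, cut at about 4.2% in these data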;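 further: 0% = DAX1-transfected cells with DMSO and 100% = empty-vector control cells with DMSO; inhibition shows as a rise in luminescence from relieved DAX1 repression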
hgDAF-12 ag: hgDAF-12 agonism, primary luciferase screen; activation, % at 6.8 µM; AID 687014; 1.8% of 370,000 active; HEK293 GAL4-hgDAF12 UAS-luciferase reporter, agonist luminescence; normalized to butyrate control;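 active means activation above a cutoff set at the mean of all screened compounds plus 3 SD, cut at about 10% in these data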;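 further: 0% = DMSO wells and 100% = sodium butyrate wells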
DAX1 inh-2: blocks DAX1 repression of SF-1 activated StAR promoter. HEK293T StAR-luciferase reporter, SF-1/DAX-1 repression relief. inhibition, % at 6.8 µM. 1.1% of 370,000 active. AID 652010;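 active means inhibition above the mean over all tested compounds plus 3 SD, cut at about 3.6% in these data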;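 further: 0% = DAX-1 cells with DMSO and 100% = cells lacking DAX-1 with DMSO; higher inhibition means more luminescence from relief of DAX-1 repression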
GC-A act: GC-A (human) enzyme activation. P16066. HEK293 GC-A cells, cGMP TR-FRET, EC30 ANP; 0% at EC30 ANP, 100% saturating ANP. activation, % at 10 µM. 0.14% of 370,000 active. AID 1671463; in the data active means activation above about 40%
Target sequence (P16066 whole entry, looked up): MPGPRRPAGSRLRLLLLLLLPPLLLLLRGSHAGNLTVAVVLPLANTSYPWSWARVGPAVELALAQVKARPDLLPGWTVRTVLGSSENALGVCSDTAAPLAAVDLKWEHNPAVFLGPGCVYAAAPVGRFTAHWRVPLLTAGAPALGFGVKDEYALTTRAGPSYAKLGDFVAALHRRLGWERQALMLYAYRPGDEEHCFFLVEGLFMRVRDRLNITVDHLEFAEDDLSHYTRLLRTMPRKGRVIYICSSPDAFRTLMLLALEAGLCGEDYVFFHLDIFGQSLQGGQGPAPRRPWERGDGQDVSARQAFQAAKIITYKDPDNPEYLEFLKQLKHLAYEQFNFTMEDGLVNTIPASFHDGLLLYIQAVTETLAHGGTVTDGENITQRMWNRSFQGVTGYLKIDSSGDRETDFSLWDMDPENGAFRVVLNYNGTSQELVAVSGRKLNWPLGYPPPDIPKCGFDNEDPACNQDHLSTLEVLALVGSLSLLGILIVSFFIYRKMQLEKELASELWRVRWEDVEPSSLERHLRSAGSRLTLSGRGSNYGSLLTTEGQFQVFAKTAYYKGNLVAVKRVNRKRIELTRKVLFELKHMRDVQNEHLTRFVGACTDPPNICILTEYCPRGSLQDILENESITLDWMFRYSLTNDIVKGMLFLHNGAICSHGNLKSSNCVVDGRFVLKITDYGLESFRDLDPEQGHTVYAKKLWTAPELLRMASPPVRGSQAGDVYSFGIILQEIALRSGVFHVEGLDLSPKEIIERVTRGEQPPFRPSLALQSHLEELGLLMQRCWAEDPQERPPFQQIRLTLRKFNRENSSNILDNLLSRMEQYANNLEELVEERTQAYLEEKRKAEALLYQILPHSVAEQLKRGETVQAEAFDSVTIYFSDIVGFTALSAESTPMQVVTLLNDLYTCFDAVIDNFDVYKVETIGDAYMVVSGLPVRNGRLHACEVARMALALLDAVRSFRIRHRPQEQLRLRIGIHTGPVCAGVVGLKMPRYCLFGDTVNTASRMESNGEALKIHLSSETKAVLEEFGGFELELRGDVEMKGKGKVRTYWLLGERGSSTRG
proKLK7 act: proKLK7 (human) activation, primary screen. activation, % at 7 µM. AID 652039. P49862. purified proKLK7, EDANS-DABCYL substrate fluorescence; 100% is mature enzyme control, 0% vehicle. 0.9% of 370,000 active;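 active means activation above the mean of all tested compounds plus 3 SD, computed per campaign excluding outliers beyond control limits, cut at about 13% in these data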
hcDAF-12 act: activators of H. contortus DAF-12 nuclear receptor. HEK293 hcDAF-12 lit1-tk-luc reporter, luminescence; 0% DMSO, 100% Δ7-dafachronic acid. activation, % at 6.8 µM. 1.4% of 370,000 active. AID 652067;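 active means activation above the mean of all tested compounds plus 3 SD, cut at about 5.5% in these data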;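 further: 100% = response to 3 µM Δ7-dafachronic acid high control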
SMARCA2 act: increases SMARCA2 function in MMTV reporter cells | MG213 cells, MMTV-luciferase reporter, dexamethasone, overnight | activation, % at 9.1 µM | 1% of 370,000 active | AID 652017; in the data active means activation above about 7.8%;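 further: 0% = vehicle wells and 100% = reference activator wells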
FXN GAA850 act: increases GAA850 frataxin promoter reporter activity; 0.56% of 360,000 active; activation, % at 6 µM; HEK293 lucGAA850 FXN promoter luciferase reporter, 24 h; percent of 10 µM SAHA response;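 active means activation above the average of all compounds screened plus 3 SD, cutoff fixed separately per campaign, cut at about 7.5% in these data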;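 further: 0% = DMSO wells and 100% = 10 µM SAHA wells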
NPR2 activator: GC-B (human) receptor activation; AID 1920062; HEK293-GC-B cells, CNP EC30, cGMP TR-FRET; 0% at EC30 CNP, 100% saturating CNP; 0.11% of 370,000 active; activation, % at 10 µM;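 active means activation at 10 µM reaching about 35% in either raw or pattern-adjusted values, limit read from the data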
HGIII-sPLA2 inh: Blocks human group III sPLA2 activity | AID 743126 | QFRET BODIPY PC-A2 liposome hydrolysis, fluorescence | 0.56% of 370,000 active | inhibition, % at 12.2 µM | Q9NZ20;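 active means inhibition above mean plus 3 SD of compounds lying within the high and low control bounds, cut at about 19% in these data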;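 further: 0% = median of test compound wells and 100% = no enzyme DMSO wells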
* marks the source's active call; other numbers are inactive results; x = no result given.

compound	ssDAF-12 act	DAX1 inh-1	hgDAF-12 ag	DAX1 inh-2	GC-A act	proKLK7 act	hcDAF-12 act	SMARCA2 act	FXN GAA850 act	NPR2 activator	HGIII-sPLA2 inh
CCN1CCN(CCNC(=O)c2ccc(CS(=O)(=O)c3c(Cl)cccc3Cl)o2)CC1	-0.4	1.1	-3.2	0.3	1	-0.3	-1.5	-1	0.5	4	-2
O=C(O)c1ccc(C[n+]2c(-c3ccccc3)csc2Nc2ccccc2)cc1	-0.5	2.1	5.0	-0.2	-2	-0.7	-1.8	10*	0.1	-1	0
CCCCn1c(O)c(N=Nc2ccccn2)c2ccccc21	-1.1	0.1	1.3	-0.7	-2	-0.1	4.3	-1	4.6	-1	0
COC(=O)C1C(c2ccccc2)C(C(=O)N2CCN(C)CC2)C1c1ccccc1 (stereo not given)	-1.4	1.1	-0.7	-0.5	0	-0.2	-0.7	-1	0.7	2	-1
O=C(OCc1ccc(COC(=O)c2ccccn2)cc1)c1ccccn1	-1.4	-0.2	1.1	0.2	-3	-0.3	-0.4	0	-0.5	2	2
CCn1c(SCC(=O)Nc2cc(C)nn2-c2ccccc2)nnc1-c1cccs1	-1.4	0.1	0.0	0.1	-4	-0.1	0.4	-4	-1.4	-5	5
C=CCN1C(=O)C2C(C(=O)NC)C3(C)C=CC2(O3)C1C(=O)NCc1ccc(OC)cc1 (stereo not given)	-0.9	1.1	0.8	-0.7	1	0.3	-1.5	-1	-0.3	-2	1
O=C(NNC(=O)C1COc2ccccc2O1)c1ccccc1 (stereo not given)	-1.2	1.2	-1.1	1.4	2	-0.3	-1.5	0	-2.8	1	2
OCc1nc2ccccc2n1CCCOc1ccccc1	-0.7	-0.3	4.1	1.1	x	0.0	0.1	7	3.7	x	1
COc1ccc(-c2cn3nc(SCC(=O)NC4CCCCC4)ccc3n2)cc1	0.1	1.6	15*	2.1	0	-29	3.8	6	1.9	-3	3
COc1cccc(NC(=O)CC2S/C(=N\S(=O)(=O)c3ccccc3)N(c3ccccc3)C2=O)c1 (stereo not given)	-0.2	1.0	-3.2	0.5	0	0.3	-0.2	-3	1.8	-6	-88
O=C(c1ccc(CN2CCc3ccccc3C2)cc1)N1CCN(c2ccccc2)CC1	-2.0	-1.5	1.2	-0.5	6	-0.1	-0.6	2	0.2	-1	2
COc1ccc(CNC(=O)C(c2ccco2)N(Cc2cccs2)C(=O)Cc2cccs2)cc1 (stereo not given)	-0.9	0.4	0.3	-0.2	-11	-0.5	-1.6	-4	-4.1	-7	4
OCCC1CN(Cc2nc3ccc(F)cc3[nH]2)CCN1C1CCCC1 (stereo not given)	0.2	0.7	3.1	-0.3	1	0.0	1.8	-3	2.7	4	6
CCOc1ccc(NS(=O)(=O)c2ccc(NC(=O)c3ccccc3C(=O)O)cc2)cc1	-0.7	1.2	0.2	0.1	1	-0.1	2.9	2	0.9	4	-2
COC(=O)C1=C(C)N(Cc2ccccc2)C(=NCCc2ccccn2)N[C@H]1c1cccc(C(F)(F)F)c1	-0.9	-0.9	0.0	-0.1	-15	0.0	-1.9	1	-1.0	-20	0
Cn1c(CNC(=O)c2ccco2)nnc1SCC(=O)Nc1c(F)cc(F)cc1Br	-2.0	3.0	2.4	-1.0	-5	0.3	1.0	-1	0.5	1	0
N/C(=N\OC(=O)CC1CCCCC1)c1ccccn1	-0.7	2.2	7.7	1.8	2	-0.3	3.4	6	1.1	-1	2
O=C(O)c1ccc(-n2cncn2)c([N+](=O)[O-])c1	-1.8	-1.2	-3.1	-0.5	4	0.4	-2.6	-3	0.7	2	2
O=C(NN1C(=O)/C(=C/c2ccc(O)c([N+](=O)[O-])c2)SC1=S)c1ccccc1Cl	-1.5	0.3	-0.8	-0.3	-1	-0.1	-2.0	-1	0.9	-3	8
CCOc1ccc(-n2c(SCc3cc(=O)oc4cc(C)ccc34)nnc2-c2cccnc2)cc1	-1.3	0.4	1.3	-0.2	-8	-0.4	-2.1	-1	0.6	-4	-17
CCOC(=O)c1ccc(NC(=S)Nc2ccccc2)cc1	1.2*	0.1	1.7	-0.2	6	0.5	0.1	1	2.6	-2	0
O=C(NCc1nc2ccccc2[nH]1)C1=C[C@@H](c2csc3ccccc23)C[C@@H](OCCCCO)O1	-0.7	-0.4	-1.7	0.4	-6	0.3	0.8	-2	-0.4	1	-27
Oc1cccc(C(=S)N2CCC(Cc3ccccc3)CC2)c1	-1.1	0.4	-2.1	0.5	3	-0.1	-1.6	-3	0.3	1	-18

Two entries from above in another layout.
O=C(O)c1ccc(-n2cncn2)c([N+](=O)[O-])c1
  ssDAF-12 act: -1.8
  DAX1 inh-1: -1.2
  hgDAF-12 ag: -3.1
  DAX1 inh-2: -0.5
  GC-A act: 4
  proKLK7 act: 0.4
  hcDAF-12 act: -2.6
  SMARCA2 act: -3
  FXN GAA850 act: 0.7
  NPR2 activator: 2
  HGIII-sPLA2 inh: 2

O=C(NN1C(=O)/C(=C/c2ccc(O)c([N+](=O)[O-])c2)SC1=S)c1ccccc1Cl
  ssDAF-12 act: -1.5
  DAX1 inh-1: 0.3
  hgDAF-12 ag: -0.8
  DAX1 inh-2: -0.3
  GC-A act: -1
  proKLK7 act: -0.1
  hcDAF-12 act: -2.0
  SMARCA2 act: -1
  FXN GAA850 act: 0.9
  NPR2 activator: -3
  HGIII-sPLA2 inh: 8

Next entries follow.
compound	ssDAF-12 act	DAX1 inh-1	hgDAF-12 ag	DAX1 inh-2	GC-A act	proKLK7 act	hcDAF-12 act	SMARCA2 act	FXN GAA850 act	NPR2 activator	HGIII-sPLA2 inh
Cc1c(NC(=O)Nc2ccc(Cl)c(Cl)c2)sc(=S)n1C	-0.4	1.1	0.3	-0.4	-13	-0.5	0.3	0	-2.5	-8	11
COCCn1c(-c2ccc(OC)cc2)cnc1SCC(=O)Nc1cc(C)on1	-1.3	-0.9	-3.4	-1.1	-3	-0.3	-4.0	-2	0.2	-3	-3
Cc1nc(Nc2ccc(S(=O)(=O)N3CCCCC3C)cc2)c2nnn(Cc3ccccc3)c2n1 (stereo not given)	-2.0	-1.1	-1.5	0.1	-2	-0.1	-0.3	-3	2.0	2	-2
O=C(CSc1ccc2ccccc2n1)NC1CC1	-1.1	-0.1	3.5	0.2	0	0.4	-0.8	2	0.1	1	3
CN(C)c1ccc(NC(=O)Nc2cccc3ccccc23)cc1	-1.7	1.2	6.3	-0.3	-3	0.4	-1.4	3	4.6	-3	10
COc1ccc(S(=O)(=O)c2nnn(-c3cccc(Cl)c3)c2N)cc1	-1.1	-0.7	-3.1	-1.1	-5	-0.5	-0.9	-1	-0.9	-5	-10
CCNC(=O)C1(C)CCCN(C(=O)c2nc(C)oc2C)C1 (stereo not given)	-1.1	x	0.0	0.8	3	-0.2	-1.4	-2	0.2	1	3
CC(C)(C)CC(=O)Nc1ccc(-c2cn3cccnc3n2)cc1	-0.8	1.0	4.2	0.5	-3	74*	2.0	2	4.1	-1	8
CCOc1ccc(N(CC(=O)Nc2cc(C)cc(C)c2)S(C)(=O)=O)cc1	-2.1	0.4	2.6	-0.5	-5	0.8	-0.9	-2	5.7	-4	-14
CCOc1ccc(NC(=O)COc2cccc3cccnc23)cc1S(=O)(=O)N1CCCC1	-1.4	-0.3	-2.1	-4.7	4	-0.8	-2.6	-1	-1.3	4	1
COC(=O)c1nc2n(n1)C(c1ccc([N+](=O)[O-])cc1)C(C(=O)Nc1ccc(Cl)cc1)=C(C)N2 (stereo not given)	-1.1	-0.6	0.1	0.4	0	-0.3	-2.0	0	-2.2	9	1
Cc1nc2nc(COc3ccccc3)nn2c(C)c1Cl	-1.2	1.4	2.1	-0.3	3	0.1	-0.7	0	3.1	-2	13
OCC[C@H]1C[C@@H](O)[C@H](O)[C@@]2(Cc3ccccc3CO2)O1	-1.0	1.0	2.2	0.5	-1	0.5	-1.2	1	2.2	8	3
Cc1ccc(-c2nn3c(C)nnc3s2)cc1NC(=O)c1ccc(Br)o1	-0.9	3.6	-2.2	-0.4	-2	-0.3	-1.9	1	-1.1	2	-2
Cn1cnc([N+](=O)[O-])c1Nc1cccc(O)c1	-1.1	3.7	-0.2	-0.7	-8	-0.1	-1.6	-1	2.6	-2	0
COc1cc(C)ccc1OCCCON1C(=O)CCC1=O	-1.0	0.2	-1.8	0.3	0	-0.3	1.9	0	0.8	3	5
Cc1cccc(C)c1OCc1n[nH]c(=S)n1-c1ccccc1	-1.0	3.1	1.6	-0.7	0	-0.2	0.3	-1	-1.6	-2	13
COC(=O)c1cc2oc(C)cc2n1CC(=O)N1CCCc2ccccc21	-1.2	-0.6	0.2	0.8	-10	0.4	-1.3	2	0.2	-2	-13
Cc1[nH]c2ccc(C(=O)NC3CCC(C)CC3)cc2c1C (stereo not given)	-0.8	1.6	13*	5.4*	-3	0.0	3.6	5	4.0	5	-44
Cc1cc(N2CC(C)OC(C)C2)nc2ccccc12 (stereo not given)	0.1	-0.2	0.5	-0.1	4	0.7	1.9	-2	1.0	0	3
O=C(O)CC1(C(=O)O)CC2C=CC1C2 (stereo not given)	-0.8	0.7	1.6	-1.3	6	0.5	-1.0	-5	1.0	-1	5
C(=N\c1nccs1)/Nc1nccs1	-1.2	0.4	-0.4	0.0	5	-0.3	-1.2	0	-0.9	2	4
Cc1ccc(-c2nc(C3CCCN(S(=O)(=O)c4ccc(C(C)(C)C)cc4)C3)no2)cc1 (stereo not given)	-1.4	-0.1	-0.9	0.5	0	0.5	1.7	4	1.7	8	4
C=C1CCN([C@@H](CC(C)C)C(=O)NCc2ccco2)S(=O)(=O)c2ccccc21	-1.2	-0.2	-1.2	0.6	-3	0.2	-1.1	-2	2.9	-11	-4
CCOc1ccc(CCNC(=O)COC(=O)/C=C/c2cccc(OC)c2)cc1OCC	-0.7	-0.1	1.4	1.1	4	-0.3	-1.2	-3	1.2	5	-5
Cc1cc(C(=O)N[C@H](c2ccccc2)[C@@]2(C)C[C@@H]2[C@@H](C)C(=O)Nc2ccc3ccccc3c2)no1	-1.6	-0.3	1.1	-0.5	3	0.0	-0.9	-1	-3.9	-1	-15
O=C(NC1CCCCC1)C1c2ccccc2C(=O)N1Cc1ccc2c(c1)OCO2 (stereo not given)	-1.4	-0.1	-2.1	-0.1	-6	0.0	-0.8	-2	1.4	1	2
Cc1n[nH]c(C)c1SCC(=O)Nc1ccc(F)cc1	-0.6	3.3	3.8	-0.3	5	0.1	-0.2	2	1.3	3	1
COc1cc2cnc(CCO[C@H]3CCCCO3)cc2cc1OC	-1.2	1.4	0.7	0.0	0	0.3	-3.1	-1	2.0	6	8
CC(=O)c1cccc(-c2ccnc3c2CC(C(=O)Nc2ccc(C(C)C)cc2)O3)c1 (stereo not given)	-1.9	x	-6.1	0.9	-5	0.1	-4.0	-1	-2.5	-2	-22
CCOC(=O)/C(C#N)=C/c1ccc(OC)c(OC)c1	-1.2	0.3	-1.8	-0.2	2	-0.7	-1.6	-3	0.6	-3	0
Nc1nc(Nc2ccccc2)nc2ccccc12	1.7*	0.3	15*	3.6*	-1	-0.1	9.9*	-2	4.0	0	-2
COc1ccc(N2CC(C(=O)NC3=NCCS3)CC2=O)cc1 (stereo not given)	-1.9	1.1	-0.9	-0.4	1	-0.1	1.3	3	2.4	2	3
COc1ccc2c(C=O)cn(C)c2c1	-1.3	1.7	6.7	-0.4	-1	-0.3	0.2	5	-1.3	8	5
